# KLK5 inh = inhibitors of human kallikrein 5 | Q9Y337 | recombinant hK5, fluorogenic AMC substrate cleavage | inhibition, % at 5 µM | actives 0.59% (n = 210,000) | AID 873;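 active = inhibition of 40% or more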;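 note: 0% = enzyme controls without compound and 100% = no-enzyme blanks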
# Target sequence (Q9Y337 67-293 limits assumed): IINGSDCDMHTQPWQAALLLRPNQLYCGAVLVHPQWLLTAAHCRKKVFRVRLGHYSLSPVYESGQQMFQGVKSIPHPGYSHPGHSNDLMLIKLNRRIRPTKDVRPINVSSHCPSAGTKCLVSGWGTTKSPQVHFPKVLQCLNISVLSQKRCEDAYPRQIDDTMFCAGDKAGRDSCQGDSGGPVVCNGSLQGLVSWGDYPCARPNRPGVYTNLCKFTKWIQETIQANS
# FXIIa inh 1536 = factor XIIa (human) inhibition | P00748 | purified FXIIa, Boc-QGR-AMC fluorogenic substrate, 2 h | inhibition, % at 5 µM | actives 0.3% (n = 220,000) | AID 800; in the data active = inhibition above about 40%;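 note: 0% = enzyme with no compound and 100% = blank without enzyme; many of its hits are not listed in these tables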
# Target sequence (P00748 20-372 limits assumed): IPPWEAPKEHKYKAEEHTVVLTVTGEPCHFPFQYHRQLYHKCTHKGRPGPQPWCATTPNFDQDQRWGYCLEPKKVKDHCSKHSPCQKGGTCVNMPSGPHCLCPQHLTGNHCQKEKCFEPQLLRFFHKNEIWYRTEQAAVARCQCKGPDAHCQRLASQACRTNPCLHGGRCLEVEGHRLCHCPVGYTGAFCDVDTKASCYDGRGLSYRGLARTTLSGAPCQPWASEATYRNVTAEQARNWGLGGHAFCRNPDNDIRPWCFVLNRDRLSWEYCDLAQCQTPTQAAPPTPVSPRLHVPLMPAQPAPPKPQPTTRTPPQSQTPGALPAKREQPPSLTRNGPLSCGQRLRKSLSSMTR
# Target sequence (P00748 373-615 limits assumed): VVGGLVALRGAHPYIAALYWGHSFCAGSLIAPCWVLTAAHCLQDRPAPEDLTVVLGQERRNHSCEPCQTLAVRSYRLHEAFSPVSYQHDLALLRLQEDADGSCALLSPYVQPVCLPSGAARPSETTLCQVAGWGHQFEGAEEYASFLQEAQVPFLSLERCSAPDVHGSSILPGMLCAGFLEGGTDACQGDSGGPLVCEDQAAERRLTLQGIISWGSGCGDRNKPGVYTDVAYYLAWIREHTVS
# Cl transport mod = modulates chloride dependent transport by human KCC2. B-score of Tl+ flux slope (higher = more flux/activation; lower = inhibition) at 10 µM. Q9H2X9. AID 1456. actives 2.2% (n = 190,000). KCC2 cells, thallium flux FluoZin-2 fluorescence;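 active = thallium flux slope and its plate-corrected score both differing from the plate sample mean at a set confidence after two filtering rounds, in either direction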;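 note: slope of fluorescence scaled to starting intensity during 10 to 20 s after thallium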
# Wee1 stabilizer = human Wee1 degradation inhibition, primary screen; P30291; HeLa Luc-Wee1K328M stability, luciferase luminescence; 100% = proteasome inhibitor MG132 effect; reporter increase, % at 5 µM; actives 1.2% (n = 220,000);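 active = activation above the mean of all tested compounds plus 3 SD, set per screening run, cut at about 8.8% in these data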;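 note: cells exposed to compound for 20 h before luminescence read; 0% = DMSO alone and 100% = MG132 at 30 µM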
# Thrombin inh = inhibitors of human thrombin. P00734. alpha-thrombin, Boc-VPR-AMC fluorogenic substrate cleavage. inhibition, % at 5 µM. actives 0.26% (n = 220,000). AID 1046;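 active = inhibition at or above 40%; inactive = inhibition below 40%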;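 note: 0% = enzyme with no compound and 100% = wells without enzyme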
#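 System: Human alpha-thrombin protein | Medium: pH 7.5 Tris (50 mM) with NaCl 150 mM, Tween 20 0.05% | Times: Enzyme reaction carried out at room temperature | Detection: AMC fluorescence, 355/460 nm | Evaluation: Percent inhibition scaled between no-compound controls and no-enzyme blanks | Benchmarks: Enzyme without compound as high, wells lacking enzyme as low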
# p97 inhibitor = human p97 ATPase inhibition; recombinant p97 ATPase, Kinase-Glo ATP luminescence, 3 h; P55072; AID 1481; inhibition, % at 8 µM; actives 0.42% (n = 220,000); in the data active = inhibition above about 15%;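 note: 0% = DMSO vehicle and 100% = wells lacking enzyme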
# FXIa inh = factor XIa (human) inhibition; P03951; purified FXIa, Boc-Glu-Ala-Arg-AMC fluorogenic substrate; inhibition, % at 5 µM; actives 0.14% (n = 220,000);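 active = inhibition of at least 40%; inactive = inhibition below 40%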;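 note: fluorescence of freed AMC excited at 355 nm; 0% = enzyme without compound and 100% = no enzyme blank; many of its hits are not listed in these tables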
# PERK inh = human PERK inhibition, primary cell-based screen; Q9NZJ5; CHO PERK-DD fusion, SEAP luminescence translation reporter; inhibition, % at 5.6 µM; actives 0.17% (n = 220,000);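 active = inhibition above the mean inhibition of all tested compounds plus 3 SD, set separately per screening campaign, cut at about 2.9% in these data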;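 note: PERK kinase domain activated by AP20187 dimerizer at 100 nM; 0% = DMSO with dimerizer and 100% = rapamycin at 8.4 µM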
# Furin inhibitor = blocks human furin protease activity. P09958. actives 0.061% (n = 220,000). inhibition, % at 30 µM. purified furin, fluorogenic substrate cleavage; in the data active = inhibition above about 25%; note: inactives centre near -15
# Numbers without * were called inactive; nt = no result given; [ ] = dose if it differs, or a comment.
SMILES,KLK5 inh,FXIIa inh 1536,Cl transport mod,Wee1 stabilizer,Thrombin inh,p97 inhibitor,FXIa inh,PERK inh,Furin inhibitor
COc1cccc(NC(=O)C2C3C=CC(O3)C2C(=O)NCc2cccnc2)c1 (centres undefined),-25.1,14.6,-1.31,-2.1,2.6,2.9,6.5,-0.5,1.1[20 µM]
O=C(Nc1ccccc1)ON=C1c2ccccc2-c2ccccc21,21.6,4.5,-2.01,0.1,-7.9,5.1,-12.6,1.0,-19.3
O=C(O)CN1C(=O)C2C3CC(C2C1=O)C1C(c2ccc(F)cc2)c2sc(=O)[nH]c2SC31 (centres undefined),2.6,12.2,-0.0317,2.3,-0.8,2.7,-0.8,0.4,-26.2
Cc1c(C(=O)NCC2COc3ccccc3O2)oc2ccc(S(=O)(=O)N(C)C3CCCCC3)cc12 (centres undefined),-8.7,6.5,-1.2,-1.4,-6.9,1.6,0.1,-0.7,-23.1[20 µM]
NC(=O)c1ccsc1NC(=O)c1coc2ccccc2c1=O,-8.8,4.3,-0.586,10.0*,-0.5,0.1,-0.5,0.3,-18.7
O=C(NCCCn1ccnc1)c1cc(-c2ccc(Cl)cc2)nc2ccccc12,-38.8,10.2,-0.674,-0.8,3.0,4.8,0.9,-1.0,-24.1[20 µM]
Cc1ccccc1CN(CC(=O)Nc1cccc([N+](=O)[O-])c1)S(=O)(=O)c1ccc(Cl)cc1,-18.2,14.9,-0.652,0.5,1.1,-2.4,8.7,-0.7,-2.9
Cc1cc2c(C)ccc(C)c2nc1SCC(=O)c1cccs1,9.4,2.9,nt,-2.6,7.0,1.5,2.9,-0.4,-24.9[20 µM]
COc1ccc(Cc2nnc(NC(=O)c3cc(OC)c(OC)c(OC)c3)s2)cc1OC,0.0,5.1,-0.892,-4.5,-6.1,-5.3,-3.4,-0.9,-19.4
O=S(=O)(NC1CCCCC1Oc1ccccc1)c1ccccc1 (centres undefined),-2.3,13.3,-0.0532,5.2,-13.9,0.4,4.4,0.1,-10.6
Cc1ccc(NC2=NCCC2)cc1Cl,-3.9,3.6,0.00317,-1.3,-0.9,4.9,-2.7,0.1,9.9[20 µM]
O=[N+]([O-])c1cccc(/C(=N/N=C/c2ccccc2Br)C23CN4CN(CN(C4)C2)C3)c1,9.0,6.8,-0.0575,0.8,-3.3,-1.3,-3.2,-0.3,-20.3[20 µM]
Cc1ccc(Sc2c(C=O)c3ccccc3n2C)cc1,5.5,-2.7,nt,-2.8,5.9,1.6,-2.2,0.2,-20.4[20 µM]
COc1ccc(C2=CC(=O)C=CC2=O)cc1,2.2,10.5,-1.64,-0.4,-0.5,11.1,2.6,0.7,-31.2
O=C(CSc1ccccn1)N1CCc2ccccc21,1.9,9.4,-1.29,4.6,11.0,-3.4,5.4,-0.3,-23.5
O=C(O)C1CCCCC1C(=O)Nc1nccs1 (centres undefined),10.1,-3.9,nt,-2.4,-1.3,-0.9,-1.8,1.1,-18.2
O=C(N/N=C/c1cccs1)c1n[nH]c2c1CCCC2,2.8,6.8,0.374,-0.2,1.2,-16.5,3.1,0.8,-14.2
Cn1c2ccccc2c2ncn(Cc3ccc(F)cc3)c(=O)c21,-8.5,2.9,-2.21,-1.7,-8.7,-9.5,-1.3,-0.6,-28.3
COc1cc(-c2nnc(SCC(=O)Nc3cc(C)on3)n2C)cc(OC)c1O,-6.1,14.2,0.241,-1.0,-0.2,4.1,1.1,1.2,-20.4
COCCNc1nnc(SCC(=O)Nc2sc3c(c2C(=O)c2ccccc2)CCCC3)s1,-29.3,7.5,-2.67,-0.2,-6.1,-1.9,4.7,-1.5,-12.6
CSc1ccccc1NC(=O)c1c(C)noc1C,0.3,-5.2,-0.682,1.4,-9.2,0.7,-7.5,0.1,-28.7[20 µM]
Cc1cccc(NC(=O)C2CCCN(S(=O)(=O)c3cccc4nonc34)C2)c1 (centres undefined),0.9,7.3,0.124,-2.2,-0.4,5.5,-2.1,0.2,-29.1
COc1ccc(CCNC(=O)Cn2ccc3c(OC)cccc3c2=O)cc1OC,-1.1,0.7,0.552,-0.3,-6.7,-4.5,-2.4,-1.6,-7.9
CC(Sc1c[nH]c2ccccc12)C(=O)O (centres undefined),-25.5,4.2,-0.00517,-1.9,-4.4,2.4,-4.8,0.5,-14.4[20 µM]

# 3 neighbouring compounds already listed:
SMILES,KLK5 inh,FXIIa inh 1536,Cl transport mod,Wee1 stabilizer,Thrombin inh,p97 inhibitor,FXIa inh,PERK inh,Furin inhibitor
Cc1cccc(NC(=O)C2CCCN(S(=O)(=O)c3cccc4nonc34)C2)c1 (centres undefined),0.9,7.3,0.124,-2.2,-0.4,5.5,-2.1,0.2,-29.1
COc1ccc(CCNC(=O)Cn2ccc3c(OC)cccc3c2=O)cc1OC,-1.1,0.7,0.552,-0.3,-6.7,-4.5,-2.4,-1.6,-7.9
CC(Sc1c[nH]c2ccccc12)C(=O)O (centres undefined),-25.5,4.2,-0.00517,-1.9,-4.4,2.4,-4.8,0.5,-14.4[20 µM]

# Carrying on.
SMILES,KLK5 inh,FXIIa inh 1536,Cl transport mod,Wee1 stabilizer,Thrombin inh,p97 inhibitor,FXIa inh,PERK inh,Furin inhibitor
CC(=O)Nc1ccc(SCC(=O)Nc2ccccc2Oc2ccccc2)cc1,-3.5,8.1,-0.557,-0.1,-4.8,11.0,4.5,0.2,-22.8
O=C(NC(=S)Nc1cccc(NC(=S)NC(=O)c2ccco2)n1)c1ccco1,-1.9,7.8,0.472,0.2,3.5,0.8,-1.3,0.3,-9.3
Cn1nccc1C(=O)Nc1ccc(Cl)cc1,6.5,8.5,1.53,-1.3,1.1,2.3,6.5,-0.2,-10.3[20 µM]
O=C(Nc1ccc(N2CCCC2)cc1)c1cccc(-c2cc3ccccc3oc2=O)c1,-3.4,5.8,-0.0297,0.2,6.3,3.3,-13.2,-0.1,-18.6
CC1CCc2cc(F)ccc2N1C(=O)CSc1nnc(-c2cccs2)n1C (centres undefined),6.8,-0.1,-0.863,2.6,-5.3,5.6,-1.4,-0.7,-19.0
O=C1C2C(c3ccccc3)C=CC(c3ccccc3)C2C(=O)N1CCCO (centres undefined),2.3,1.9,nt,0.4,-0.3,-6.4,-6.2,-2.1,-8.4[20 µM]
COc1ccc(-n2c3c(c(=O)[nH]c2=O)C(C(F)(F)F)(C(F)(F)F)N=C(CC(C)C)N3)cc1,-5.7,4.8,nt,-1.0,-0.5,-4.8,-13.6,0.0,1.3[20 µM]
CCN(CC)CCNC(=O)c1ccc(N2CCCCC2)c(NS(=O)(=O)c2ccc(C)cc2)c1,-25.3,2.8,0.26,-1.0,-5.1,1.0,-9.5,-0.1,-14.8[20 µM]
COc1cccc(C2N(c3ccc(Cl)c(Cl)c3)C(=O)C3CCCN32)c1OC (centres undefined),-3.9,18.4,-1.03,1.1,3.7,-0.7,7.8,0.8,-25.8
CCNC(=O)Cn1c(=O)c2c(ncn2Cc2ccccc2)n(Cc2ccccc2)c1=O,11.3,9.1,0.371,-0.2,-3.9,0.2,-7.9,0.2,-15.9[20 µM]
CC1CN(C(=O)CCN2C(=O)c3ccccc3C2=O)CC(C)O1 (centres undefined),-9.7,8.7,0.355,5.5,-4.5,-0.5,1.4,0.5,-18.9[20 µM]
Clc1ccc(N=C2SCCS2)cc1,3.1,6.0,-0.00525,0.2,0.6,1.9,3.7,0.0,-2.8

# Structures above shown as hits in Wee1 stabilizer:
SMILES,KLK5 inh,FXIIa inh 1536,Cl transport mod,Wee1 stabilizer,Thrombin inh,p97 inhibitor,FXIa inh,PERK inh,Furin inhibitor
NC(=O)c1ccsc1NC(=O)c1coc2ccccc2c1=O,-8.8,4.3,-0.586,10.0*,-0.5,0.1,-0.5,0.3,-18.7

# Next section:
SMILES,KLK5 inh,FXIIa inh 1536,Cl transport mod,Wee1 stabilizer,Thrombin inh,p97 inhibitor,FXIa inh,PERK inh,Furin inhibitor
COc1ccc(-c2cc3ccccc3n2CC(O)CN2CCN(CCO)CC2)cc1 (centres undefined),-3.6,16.4,nt,-2.3,1.6,0.8,2.2,-0.6,-29.6
Cc1cc(NC(=O)COC(=O)C2CCC2)no1,-2.5,3.3,-0.0116,-1.4,-8.2,1.8,-3.3,0.7,-36.5
Cc1cccc(C)c1OCCNC(=O)C(=O)NCc1ccco1,4.1,11.5,0.962,6.3,1.2,0.1,0.8,0.8,-20.3
COCCn1c(SCc2nc3scc(-c4ccc(Cl)cc4)c3c(=O)[nH]2)nnc1-c1cccc(C)c1,-7.5,5.3,-0.368,-2.8,-14.7,2.0,-3.8,-0.1,-15.8
C(=N\N1CCN(c2ccccn2)CC1)/c1ccccn1,24.9,-1.4,0.781,0.8,-6.3,-5.3,-14.2,0.5,-11.0
COc1cc(OC)c2ccc(=O)oc2c1C(CCN1CCCC(C)C1)c1ccc2c(c1)OCO2 (centres undefined),-1.4,6.5,0.00211,nt,0.7,nt,1.0,nt,-20.8
COc1ccc(CN=CC2=C(O)CNC2=O)cc1OC,-11.5,19.4,nt,0.2,3.8,-1.5,1.6,0.9,-16.4
CCCC[N+](CC#Cc1ccccc1)(CCCC)CCCS(=O)(=O)[O-],1.6,11.6,0.268,7.0,-7.1,3.6,-0.7,0.4,-18.2
CCc1nnc(NS(=O)(=O)c2ccc(NC(=S)NC(=O)c3ccc(OC)cc3)cc2)s1,20.7,17.6,-0.725,-2.4,30.9,-8.3,4.5,-1.0,-0.3
CN(C)CCCCOc1cccc(Br)c1,-7.8,9.7,-0.684,-1.4,-1.0,-2.5,0.1,0.4,-0.2
CN(C)/C=C/C1=C([N+](=O)[O-])C(c2cccc([N+](=O)[O-])c2)NC(=O)N1 (centres undefined),10.3,15.4,0.499,0.6,2.8,7.2,5.1,1.0,-14.3
COC(=O)c1cn(CC(=O)N2C(C)CCCC2C)c2ccccc12 (centres undefined),-5.4,7.2,-0.96,-0.8,-0.7,2.8,3.1,-0.1,-13.0[20 µM]
O=C(O)c1cc2nccc(-c3ccc(F)cc3)n2n1,9.2,5.0,-0.17,-2.2,0.5,4.7,-1.8,0.9,-20.3
O=C1c2nccnc2C(=O)N1c1ccc(C(F)(F)F)cc1,-2.5,5.7,0.554,1.7,-0.6,5.4,-1.2,1.9,-28.1
NC(=O)C1CCN(C(=O)CCc2nc3ccccc3c(=O)[nH]2)CC1,-11.5,10.8,1.56,-1.4,3.8,0.8,3.2,0.5,-20.2[20 µM]
COC(=O)c1cc2sccc2n1CC(=O)N(C)c1ccccc1,-0.8,9.3,0.0542,-2.7,-1.6,4.3,-4.9,-0.3,-15.3
COc1ccc(-c2nnn(Cc3ccccc3F)n2)cc1,-10.1,5.6,-0.214,2.9,-1.5,-1.3,-1.1,0.9,-14.8[20 µM]
CCOC(=O)C1C(=O)OC(C)(C)C1C(C)C(=O)c1ccc(OC)cc1 (centres undefined),-2.2,-9.1,0.0397,3.1,-2.2,-5.7,3.6,-1.0,-21.0[20 µM]
COc1ccc([N+](=O)[O-])cc1NC(=S)NC(NC(=O)C(c1ccccc1)c1ccccc1)C(Cl)(Cl)Cl (centres undefined),-0.5,20.0,nt,-1.9,4.6,-1.2,-1.8,-1.4,-20.6[20 µM]
O=C(Cn1c(=O)sc2ccccc21)OC(CCl)CCl,-0.7,7.3,-0.603,0.2,-2.0,3.8,6.0,1.4,-16.5[20 µM]
CCOC(=O)C(NC(=O)c1ccccc1)(N1CCCC1=O)C(F)(F)F (centres undefined),-1.7,5.5,0.59,-1.3,1.2,7.0,-15.6,1.4,-21.9
CCCNC(=O)Cn1cnc2sc(C(=O)N3CCN(Cc4ccc5c(c4)OCO5)CC3)c(C)c2c1=O,-1.8,7.2,0.296,3.5,3.5,1.2,0.5,0.0,-23.9
CC1N=C2c3ccccc3N=C(SCc3cc(=O)n4cc(Cl)ccc4n3)N2C1=O (centres undefined),-5.1,9.2,nt,0.2,7.9,10.1,2.0,-0.1,-15.1[20 µM]

# Assay outcomes as filed in PubChem BioAssay.
